Compound activity from PubChem BioAssay.
TAAR1 ag: human TAAR1 agonism. 360,000 compounds, 0.99% hits. AID 624467. Q96RJ0. CHO RD-HGA16 TAAR1, Fluo-8 calcium fluorescence; vehicle wells 0%, saturating PEA agonist 100%. activation, % at 3 µM;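 active = activation above the mean activation of all test compounds in the run plus 3 SD, cut at about 38% in these data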
Target sequence (Q96RJ0 whole entry, looked up): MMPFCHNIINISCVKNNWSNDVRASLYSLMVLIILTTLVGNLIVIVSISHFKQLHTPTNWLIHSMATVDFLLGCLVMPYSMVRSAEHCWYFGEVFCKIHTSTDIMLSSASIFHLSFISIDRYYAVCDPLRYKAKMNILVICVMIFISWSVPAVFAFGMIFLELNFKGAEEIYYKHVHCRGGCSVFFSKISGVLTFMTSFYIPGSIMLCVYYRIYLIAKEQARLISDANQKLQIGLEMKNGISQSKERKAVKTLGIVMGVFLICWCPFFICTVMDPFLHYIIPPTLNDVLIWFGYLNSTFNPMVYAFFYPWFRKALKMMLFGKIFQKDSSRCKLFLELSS
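Test system: RD-HGA16 (CHO) cells co-expressing Gα16 and hTAAR1 / Benchmarks: DMSO vehicle as 0%, PEA at EC100 as 100% / Repeats: no replicates (n 1) / Measure: % activation from peak over basal fluorescence ratio, DMSO-to-PEA scaled / Timing: 17-24 h plating, Fluo-8 75 min 37 °C, 30 min RT / Technique: kinetic Fluo-8 calcium fluorescence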
CHO-K1 Ca antag: M1 antagonist counterscreen hit in parental CHO-K1 cells; ATP-induced calcium, Fluo-8 fluorescence; inhibition, % at 3 µM; 360,000 compounds, 0.6% hits; AID 602250;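 active = inhibition above a per-plate cutoff, the plate's mean sample inhibition plus 3 SD, cut at about 24% in these data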;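 also: 0% = DMSO plus EC80 ATP and 100% = DMSO alone without ATP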
CHO parental Ca: counter-screen for OX1R antagonists: effect in parental CHO cells; parental CHO-K1, ATP-induced calcium, Fluo-8 fluorescence; inhibition, % at 5.6 µM; 330,000 compounds, 0.63% hits; AID 463079;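 active = inhibition above that plate's mean sample inhibition plus 3 SD, cut at about 26% in these data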;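 also: 0% = ATP-challenged DMSO wells and 100% = DMSO wells without ATP; some compounds past the cut are filed as inactive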
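Assay system – parental CHO cells · Reagent – ATP stimulus · Detection – intracellular calcium via Fluo-8 no-wash fluorescent dye · Evaluation – percent inhibition of ATP-evoked calcium rise, normalized to controls · Controls – ATP wells versus no-ATP DMSO wells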
V1R ag counter: counter-screen for oxytocin receptor agonists: human V1a receptor agonists; 320,000 compounds, 0.25% hits; P37288; activation, % at 3 µM; CHO-V1R cells, Fluo-8 calcium fluorescence, agonist mode; 0% DMSO, 100% 3 nM vasopressin;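 active = activation above the mean activation of all tested compounds plus 3 SD, per screening run, cut at about 20% in these data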;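 also: signal is peak over basal fluorescence ratio across a 100 second FLIPR read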
M1 ag parental: M1 agonist counterscreen hit in parental CHO-K1 cells; Fluo-8 calcium fluorescence; scaled to maximal ATP response, vehicle zero; activation, % at 3 µM; 360,000 compounds, 0.48% hits; in the data active = activation above about 15%;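 also: untransfected CHO-K1 host cells lacking M1 receptor as counterscreen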
CHO-K1 Ca PAM: M1 PAM counterscreen hit in parental CHO-K1 cells; ATP EC20, Fluo-8 calcium fluorescence; 0% at ATP EC20, 100% at ATP max; activation, % at 3 µM; 360,000 compounds, 0.02% hits;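 active = activation above the run cutoff, the mean activation of all test compounds plus 3 SD, cut at about 40% in these data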;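 also: peak over basal fluorescence ratio in a 140 s read after ATP addition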
M1 ag: agonists of human M1 muscarinic receptor; CHO-K1 hM1, Fluo-8 calcium fluorescence, agonist mode; 0% DMSO, 100% acetylcholine EC100; activation, % at 3 µM; 360,000 compounds, 0.33% hits; AID 588814;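 active = activation above the run's mean compound activation plus 3 SD, cut at about 16% in these data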;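 also: peak over basal fluorescence ratio within a 140 s kinetic read after compound addition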
Target sequence (P11229 whole entry, looked up): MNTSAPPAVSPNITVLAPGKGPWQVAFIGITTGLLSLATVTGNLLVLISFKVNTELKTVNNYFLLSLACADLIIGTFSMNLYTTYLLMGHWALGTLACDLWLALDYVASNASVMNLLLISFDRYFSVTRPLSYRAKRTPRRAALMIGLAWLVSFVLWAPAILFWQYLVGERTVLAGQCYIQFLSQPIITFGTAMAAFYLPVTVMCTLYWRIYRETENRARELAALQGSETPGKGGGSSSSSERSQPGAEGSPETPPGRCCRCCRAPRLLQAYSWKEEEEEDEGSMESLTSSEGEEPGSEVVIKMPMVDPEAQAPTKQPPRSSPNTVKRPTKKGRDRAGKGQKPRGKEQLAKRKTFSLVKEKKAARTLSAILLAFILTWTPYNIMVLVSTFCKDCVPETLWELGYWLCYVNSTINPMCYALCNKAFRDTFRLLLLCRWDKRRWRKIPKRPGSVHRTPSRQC
TAAR1 antagonist: human TAAR1 antagonism | Q96RJ0 | CHO RD-HGA16 TAAR1, Fluo-8 calcium fluorescence, antagonist | inhibition, % at 3 µM | 360,000 compounds, 1.5% hits | AID 624466;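 active = inhibition above a per-plate cutoff, the mean inhibition of test compounds on that plate plus 3 SD, cut at about 49% in these data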;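 also: 0% = DMSO plus EC80 beta-PEA response and 100% = DMSO alone without agonist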
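Material: RD-HGA16 CHO cells with stable hTAAR1 and Gα16; Dosing: single nominal final test compound concentration of 3 µM; Schedule: seeding 17-24 h prior, 75-min 37 °C, 30-min RT dye loading; Detection: kinetic Fluo-8 calcium fluorescence measurement; Measure: % inhibition from peak post-agonist over basal fluorescence ratio; Benchmarks: vehicle and agonist controls.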
OXTR potentiate: human OXTR potentiation; 320,000 compounds, 0.061% hits; P30559; activation, % at 3 µM; CHO-OTR cells, Fluo-8 calcium fluorescence, potentiator mode; 0% = oxytocin EC15, 100% = EC100;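 active = activation above that plate's cutoff, the mean activation of tested compounds plus 3 SD, cut at about 6.6% in these data, passing the limit was not always enough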;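 also: 100% uses oxytocin at 75 nM as the full agonist control; some results filed as inactive read as strong as hits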
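assay system = CHO-OTR cells, human receptor | schedule = compound 6 min at room temperature before oxytocin, 100 s read | detection = Fluo-8 intracellular calcium fluorescence, ex 470-495, em 515-575 nm | evaluation = normalized max/min fluorescence ratio, % activation | control set = EC15 oxytocin alone as 0%, 75 nM oxytocin (EC100) as 100%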
Active calls of the source: *; . = not tested or not shown.

SMILES | TAAR1 ag | CHO-K1 Ca antag | CHO parental Ca | V1R ag counter | M1 ag parental | CHO-K1 Ca PAM | M1 ag | TAAR1 antagonist | OXTR potentiate
CC(=O)Nc1ccc(Nc2cc(N(C)C)c3nonc3c2[N+](=O)[O-])cc1 | 0 | -16 | . | . | 1.4 | 9 | -1 | -5 | .
COc1ccc2ccc(=O)oc2c1CC=C(C)C | -1 | 2 | -11 | -1.0 | -0.6 | 2 | -9 | -1 | 8
CCOc1ccc2c(c1)S/C(=C\c1cccs1)C(=O)N2 | 9 | -18 | -13 | -0.3 | 0.7 | 18 | 0 | -34 | -3
COC(=O)[C@@H]1C[C@@]2(O)[C@H](O)[C@H](O)[C@H](O)C[C@H]2N1Cc1ccccc1OS(=O)(=O)c1ccc(C)cc1 | 8 | -8 | -1 | 2.7 | -0.1 | 14 | 1 | 5 | -1
CCOc1cc(/C=N/n2cnnc2)cc(Br)c1O | 1 | -7 | -15 | 0.5 | 0.2 | 17 | -2 | 8 | -15
CCOc1ccccc1NC(=S)NCC1CCCO1 (configuration not stated) | 0 | -5 | 0 | 0.8 | 3.6 | 18 | -6 | 16 | -2
Cc1cccc(C)c1-n1nnnc1C(c1cc2ccccc2o1)N1CCN(C/C=C/c2ccccc2)CC1 (configuration not stated) | -1 | -22 | . | . | 1.2 | 14 | -4 | -3 | .
Cc1ccc2c(c1)N(CCC(=O)NCCCOC(C)C)C(=O)C(C)O2 (configuration not stated) | 6 | 15 | -2 | -0.7 | 1.2 | -3 | -4 | -8 | 5
C[C@@H]1CN([C@H](C)CO)C(=O)CCCn2nncc2CO[C@@H]1CN(C)C(=O)c1ccccc1 | 6 | -18 | . | . | 0.5 | 8 | 2 | -4 | .
O=C(NCCc1ccccc1)c1noc2c1CCc1ccccc1-2 | 31 | 0 | -18 | 0.1 | 0.1 | 9 | -4 | 67* | -5
COc1ccc(S(=O)(=O)N2CCCCCC2)cc1C(=O)NCc1ccccc1Cl | 0 | -13 | . | . | 3.7 | 13 | -2 | 2 | .
Cc1cc(-c2ccc(C)c(S(=O)(=O)NCC3CCN(Cc4ccccc4F)CC3)c2)on1 | 6 | -5 | -21 | 2.3 | 1.4 | 11 | -5 | -6 | -12
Cc1cccc(NC(=O)CN2C(=O)N/C(=C\c3cccn3-c3cccc(C(=O)O)c3)C2=O)c1 | 5 | 3 | -6 | -0.8 | -0.3 | -4 | -3 | -5 | -6
Cc1cccc(C(=O)NNS(=O)(=O)c2ccc(F)cc2)c1O | 0 | -5 | . | . | 4.6 | 11 | 4 | -7 | .
CCOc1ccc(-n2cc(C(=O)NCCOC)c3cc(OC)c(OC)cc3c2=O)cc1 | 4 | -11 | -14 | 1.4 | 0.9 | 17 | -4 | 1 | -4
CC1=C(C(=O)OC(C)C)[C@@H](c2ccc(C)o2)NC(=O)N1 | 0 | -5 | -7 | 0.0 | 0.1 | 3 | -8 | 11 | 0
O=C(Nc1cccc(Cl)c1)C1CCCN(S(=O)(=O)c2ccc(F)cc2)C1 (configuration not stated) | 5 | -23 | -17 | 0.3 | 4.9 | 29 | -6 | 39 | -6
Cc1c(C(=O)Nc2ccccc2)sc2nc3n(c(=O)c12)CCCCC3 | 3 | -11 | -7 | 4.2 | 2.8 | 9 | -3 | -1 | -10
CCOC(=O)c1ccc(NC(=S)NC(=O)c2nn(CC)cc2Br)cc1 | 3 | -4 | -12 | 0.3 | 2.2 | 22 | -5 | -3 | -5
O=C(NCCc1ccccc1)c1oc2ccccc2c1COc1ccccc1 | 3 | 5 | 34 | 4.8 | 2.9 | -3 | -8 | -8 | -8
COC(=O)c1cc(-c2c[nH]c3ccccc23)n[nH]1 | 9 | -4 | -7 | 2.9 | -0.2 | -4 | 2 | -18 | -7
COc1ccc(NS(=O)(=O)c2cc(NC(=O)C3=NN(c4ccccc4)C(=O)CC3)ccc2OC)cc1 | 12 | 6 | -11 | 2.6 | 3.4 | -4 | 0 | 29 | -3
C#CC(C)OCC1CNC(=S)O1 (configuration not stated) | 1 | -8 | . | . | 0.1 | 1 | -1 | 3 | .
CN(C)CCCNS(=O)(=O)c1ccc(Cl)s1 | 11 | 8 | -4 | 0.0 | 1.1 | 17 | -13 | 3 | 2
CC1(C)CC(=O)C=C(Nc2cccc(C(F)(F)F)c2)C1 | 2 | -10 | -15 | -0.8 | 1.5 | 18 | 1 | -5 | -8
Cc1cccc(Nc2ccc([N+](=O)[O-])cn2)c1 | 0 | -2 | . | . | 1.1 | -2 | -5 | 4 | .
Cc1c(NC(=O)C2CC=CCC2C(=O)O)c(=O)n(-c2ccccc2)n1C (configuration not stated) | 6 | 3 | 4 | 0.4 | -0.3 | 6 | -3 | -12 | -8
O=C(CSc1nc(-c2ccccc2)nc2ccc(F)cc12)Nc1ccc(C(=O)O)cc1 | 12 | -9 | 21 | 14 | 1.2 | 20 | -3 | 43 | -9
O=C(NCc1cccc(Cl)c1)c1ccc2nc[nH]c2c1 | 5 | -9 | 9 | 0.8 | 0.2 | 17 | -3 | 22 | -6
CCN1C(=O)C2(C(C(=O)c3ccc(C)o3)=C(O)C(=O)N2CCCN(C)C)c2ccccc21 (configuration not stated) | 1 | -8 | -1 | 0.7 | 0.0 | 11 | -4 | -16 | -1
Brc1ccc(C2=CC(c3cccs3)n3ncnc3N2)cc1 (configuration not stated) | 164* | 2 | 41* | 75* | 33* | -10 | 28* | 110* | -27
CC(=O)c1ccc(NC(=O)CNc2cc(S(=O)(=O)N3CCOCC3)ccc2N2CCCC2)cc1 | 1 | -11 | . | . | 0.7 | 6 | -7 | -13 | .
CCN(CC)S(=O)(=O)c1ccc(C(C)NC(=O)C2CCCN2C(=O)c2cccs2)cc1 (configuration not stated) | 5 | -9 | -20 | 0.7 | 0.4 | -6 | -8 | -29 | -7
CCOc1ccc(N(CC(=O)OC)S(=O)(=O)c2c(C)noc2C)cc1 | -2 | -11 | -8 | -2.1 | -0.8 | 7 | -1 | 2 | -5
Cc1c(N(C)S(=O)(=O)c2ccc(Cl)c(C(=O)NCC3CCCO3)c2)c(=O)n(-c2ccccc2)n1C (configuration not stated) | 0 | -13 | . | . | 0.3 | -11 | -2 | -10 | .
FC(F)(F)c1cnc(Oc2ccccc2-c2nnc(-c3ccc(Cl)cc3)o2)c(Cl)c1 | 4 | 11 | -18 | 1.6 | 0.2 | -1 | -1 | -2 | -2
c1ccc(CSc2nncn2-c2ccccn2)cc1 | 0 | -9 | -6 | -0.4 | 0.4 | 18 | -7 | 5 | -5
CC(C)c1ccc(C2CC(=O)N3CN(C)CSC3=C2C#N)cc1 (configuration not stated) | . | -8 | -10 | 3.0 | 1.1 | -5 | 5 | . | -4
CCOc1ccc(OCC)c(NC(=O)c2ccc(CNc3c(N4CCOCC4)c(=O)c3=O)cc2)c1 | -2 | -21 | -7 | -0.9 | -1.2 | 2 | -5 | -14 | -7
COc1ccccc1C(=O)N1CCN(Cc2nc(CC3CC3)no2)CC1 | 6 | -10 | -1 | -0.1 | 0.4 | 20 | -5 | -9 | -9
CCOC(=O)NC(=S)Nc1c(C)n(C)n(-c2ccccc2)c1=O | 4 | -2 | -5 | 0.4 | 0.8 | -1 | -5 | 14 | -9
CCCCNc1cnn(-c2ccccc2)c(=O)c1Cl | 9 | -12 | 0 | 0.1 | 0.1 | 24 | -2 | 0 | -9
NC(=O)CCN1CCCCC1 | 4 | 3 | 8 | -0.6 | -0.2 | -17 | 0 | 4 | -12
Cn1c(=O)c(Sc2ccc(Cl)cc2)c(O)c2ccccc21 | 1 | -14 | -3 | 0.7 | -0.4 | 5 | -4 | 3 | -8

Not a hit list. About 3.3% of those tested had a hit in this group.
